TRb-SRC2 inh = TRbeta-SRC2 interaction inhibition; TRbeta-SRC2 peptide binding, fluorescence polarization; receptor liganded with 1 µM T3; Potency, µM (doses to about 106 µM), for the others: at the top dose activity change, negative = inhibition, hits mostly inhibitors; 0.065% of 280,000 active;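 also: plate controls were bound peptide for no effect and peptide without receptor for full effect; nearly all actives have a fitted effect of over 50% in size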
Target sequence (P10828 whole entry, looked up): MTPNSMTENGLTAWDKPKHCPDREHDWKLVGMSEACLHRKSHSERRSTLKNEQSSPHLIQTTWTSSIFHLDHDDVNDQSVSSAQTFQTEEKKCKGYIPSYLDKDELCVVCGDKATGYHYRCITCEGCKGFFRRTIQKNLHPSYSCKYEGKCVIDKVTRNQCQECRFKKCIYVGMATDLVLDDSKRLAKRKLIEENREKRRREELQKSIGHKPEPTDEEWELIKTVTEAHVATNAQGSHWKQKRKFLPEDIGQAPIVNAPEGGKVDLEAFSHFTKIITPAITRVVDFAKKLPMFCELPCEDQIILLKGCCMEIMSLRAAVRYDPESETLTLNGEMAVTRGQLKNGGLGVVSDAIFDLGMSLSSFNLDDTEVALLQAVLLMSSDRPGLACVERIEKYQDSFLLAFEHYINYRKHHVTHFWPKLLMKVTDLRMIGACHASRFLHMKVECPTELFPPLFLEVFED
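Compounds were added to 0.6 uM TRb ligand-binding domain and 20 nM Texas Red-labeled SRC2 peptide in Tris buffer containing 1 uM T3, incubated 5 hr at ambient temperature, then read by fluorescence polarization.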
Tau fibril FP = inhibitors of human tau fibril formation | Potency, µM (top dose mostly 57.7 µM), for inactives: at the highest dose activity, negative = inhibition, most hits filed as inhibitors | AID 1468 | 0.39% of 280,000 active | K18 P301L tau heparin fibrillization, Alexa594 FP, 6 h; also: % is scaled to controls: 0 for no effect and ±100 for the full control effect; nearly all actives have a fitted effect of over 55% in size
Target sequence (P10636 561-689 P618L limits assumed): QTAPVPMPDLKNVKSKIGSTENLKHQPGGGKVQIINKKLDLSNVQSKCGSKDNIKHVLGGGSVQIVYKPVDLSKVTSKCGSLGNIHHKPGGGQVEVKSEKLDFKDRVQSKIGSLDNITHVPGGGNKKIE
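FP of Alexa 594-tau after heparin (20 uM) induction. Substrate: human K18 P301L, 15 uM unlabeled, 0.24 uM labeled. Buffer 100 mM sodium acetate pH 7. 6 hr, 37 C.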
RECQ1 helicase = inhibitors of human RECQ1 DNA helicase. AID 2549. P46063. Potency, µM (titrated, usually from 57.3 µM), for inactives: at the highest dose activity, negative = inhibition, usual class: inhibitors. RECQ1 DNA unwinding, red fluorescence kinetic read. 0.54% of 240,000 active;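 also: plate controls were vehicle for no effect and no enzyme for full effect; nearly all actives have a fitted effect of over 30% in size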
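RECQ1T1 50 nM; forked duplex (20 bp + 30-nt ss tails) 200 nM, ATP 2 mM final; pH 8.0, 2 mM MgCl2, 2.5 ug/ml poly(dI-dC); 15 min compound preincubation; discontinuous kinetic read over 2 h at RT.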
Tau fluor counter = counter-screen for tau fibril formation inhibitors. tau K18 P301L Alexa594 fluorescence, heparin fibrillization. Potency, µM (doses to about 57.7 µM), for inactives: at the top dose activity change, negative = decrease. 0.93% of 280,000 active; also: % is scaled to controls: 0 for no effect and ±100 for the full control effect; nearly all actives have a fitted effect of over 55% in size
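Human tau K18 P301L (15 uM unlabeled, 0.24 uM Alexa 594-labeled) in 100 mM sodium acetate pH 7 with 20 uM heparin, 6 hr at 37 C. ThT 30 uM added, 1 hr ambient; Alexa 594 FP and total fluorescence read at 555/632 nm.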
HTT cytoprotect = cytoprotection in Huntington HTT-Q103 PC12 cell model; PC12 HTT-Q103 induced, cytoprotection, ATP luminescence, 40 h; Potency, µM (highest dose often 56.4 µM), without a hit: cytoprotection (ATP increase), hits mostly activators; 0.14% of 230,000 active; AID 1471;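 also: % of control where 0% means no effect; nearly all actives have a fitted effect of over 45% in size; toxic huntingtin expression switched on by the ecdysone agonist tebufenozide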
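Readout: ATPlite luminescence (ATP level). Model: stable PC12, inducible Htt exon1 Q103-GFP. Inducer: tebufenozide, 100 nM final. Compounds: dose series. No G418 in medium.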
Tau fibril ThT = inhibitors of human tau fibril formation, thioflavin T binding; 2.1% of 270,000 active; recombinant tau K18 P301L (four-repeat tau fragment), heparin-induced fibrillization, ThT fluorescence; AID 1460; Potency, µM (doses to about 57.4 µM), for inactives: at the top dose activity, negative = inhibition, actives largely listed as inhibitors; P10636; also: % is scaled to controls: 0 for no effect and ±100 for the full control effect; nearly all actives have a fitted effect of over 55% in size
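Recombinant human tau K18 fragment […] carrying P301L, 15 uM unlabeled plus 0.24 uM Alexa 594-labeled, was fibrillized with 20 uM heparin in 100 mM sodium acetate pH 7 for 6 hr at 37 C; 30 uM ThT fluorescence read after 1 hr.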
TR SRC2 fluor cs = Texas Red fluorescence interference in TRb-SRC2 counter-screen. TRb/SRC2 Texas Red total fluorescence interference. Potency, µM (series often up to 106 µM), inactives show at the highest dose fluorescence change, negative = quenching. 0.29% of 280,000 active; active = well fitted curve in either direction with a large enough effect; inconclusive = small, poorly fitted or top-dose-only effect; also: % is scaled to controls: 0 for no effect and ±100 for the full control effect
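Human TRβ ligand-binding domain (0.6 uM) and Texas Red SRC2 peptide (20 nM) in Tris buffer with 1 uM T3 and 5% DMSO were incubated with pinned compound for 5 hr at ambient temperature. Total fluorescence was computed as S + 2P (555/632 nm).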
L3MBTL1 inh = inhibitors of human L3MBTL1; Q9Y468; AlphaScreen L3MBTL1–H3K9me1 peptide binding; Potency, µM (highest dose often 57.1 µM), for inactives: at the highest dose activity, negative = inhibition, actives largely listed as inhibitors; 0.66% of 230,000 active; AID 485360; also: % is scaled to controls: 0 for no effect and ±100 for the full control effect; nearly all actives have a fitted effect of over 60% in size
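AlphaScreen proximity signal between nickel-chelate acceptor and streptavidin donor beads (final 10 ug/mL) reports binding of 50 nM L3MBTL1 to 75 nM biotin-H3 K9me1 peptide; complex incubated with compounds 30 min at room temperature; cefsulodin titration as control.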
* = called active by the depositor; i = inactive; ? = inconclusive; . = no result given; & = joins results of further samples; [ ] = remark or other dose. Unless noted, calls follow the shape of the dose curve; as a rule, active = well fitted curve in the direction sought with a large enough effect; inconclusive = small, poorly fitted or top-dose-only effect, or another doubt; inactive = no such curve, though single readings can be large; an effect the other way counts as inactive or inconclusive. Potency is read from the fitted curve at half-maximal effect. Only part of the results is shown. The share of hits here may be higher or lower than overall.

The first 2 entries, to show the layout:
Order of results: Tau fluor counter, Tau fibril ThT, L3MBTL1 inh, RECQ1 helicase, Tau fibril FP, TR SRC2 fluor cs, HTT cytoprotect, TRb-SRC2 inh
> O=C(Cn1c(=O)nc(-c2ccccc2)c2ccccc21)NCCCc1ccccc1
    -3%, 0%, ., ., -3%, -5%, ., 2%
> O=C(COc1ccc(S(=O)(=O)Nc2ccccc2)cc1)NCc1cccnc1
    0%, -1%, 2%, -10%, -1%, 3%, 9%[10 µM], -16%

Results, from the first entry:
Order of results: Tau fluor counter, Tau fibril ThT, L3MBTL1 inh, RECQ1 helicase, Tau fibril FP, TR SRC2 fluor cs, HTT cytoprotect, TRb-SRC2 inh
> O=C(Cn1c(=O)nc(-c2ccccc2)c2ccccc21)NCCCc1ccccc1
    -3%, 0%, ., ., -3%, -5%, ., 2%
> O=C(COc1ccc(S(=O)(=O)Nc2ccccc2)cc1)NCc1cccnc1
    0%, -1%, 2%, -10%, -1%, 3%, 9%[10 µM], -16%
> O=C(CNCC1CCCO1)NCc1ccco1 (stereo unspecified)
    1%, 4%, -4%, -7%, 3%, -1%, -1%[10 µM], 12%
> O=C(Oc1cccc(N2C(=O)CCC2=O)c1)c1ccccc1
    6%, 10%, -5%, 0%, 2%, -6%, 17%[10 µM], -3%
> C/C(N)=C(/C#N)C(=O)COC(=O)C(c1ccccc1)c1ccccc1
    -22%, 3%, -56%, -9%, -11%, -6%, -14%, -12%
> O=C(O)c1ccc(Nc2ncnc3scc(-c4ccccc4)c23)cc1
    -9%&-3%, -8%&-4%, 9%, -8%, 9%&-2%, ?, 10%[10 µM], -4%&-8%
> NCc1nc(-c2ccc(Cl)cc2)no1
    -16%, -11%, -2%, 18%, -8%, 0%, -13%[10 µM], -7%
> Cc1ccc(-c2nc3cccnc3s2)cc1NS(=O)(=O)c1ccc2c(c1)CCCC2
    ?, -15%, 5%, -18%, ?, -1%, ., 12%
> Cc1cccc(OCc2nc(-c3ccccn3)n[nH]2)c1
    -6%, -9%, ., -9%, -8%, -1%, -26%, -10%
> COc1ccccc1/C=C\C(=O)NCC(=O)N/N=C/c1ccc(O)cc1O
    -15%, -22%, -16%, -6%, 4%, 0%, 10%[10 µM], 1%
> CCCC(=O)NC1=C(C#N)C2(CCCC2)Cc2ccccc21
    21%, 21%, 2%[11.4 µM], -15%, 5%, -5%, 10%[0.074 µM], -6%
> O=C(O)c1cc(S(=O)(=O)Nc2ccc3c(c2)OCCO3)c(Cl)cc1Cl
    -10%, -16%, 5%, -3%, -1%, -1%, -5%, 11%
> COc1ccc(Cn2nc(C)cc2C)cc1OC
    -6%, -4%, -2%, -1%, -7%, 2%, -5%, 4%
> CN(C(=O)COC(=O)c1ccc(Cl)c(N)c1)c1ccccc1
    -4%, -2%, -1%[11.4 µM], i, 2%, -3%, 0%[10 µM], -3%
> COc1cccc(C(=O)Nc2nnc(-c3ccc(F)cc3)o2)c1
    -2%, -8%, ., 0%, 8%, -5%, 8%[10 µM], -2%
> Cn1c(N)c(S(=O)(=O)N2CCN(C(=O)c3ccco3)CC2)c(=O)n(C)c1=O
    -11%, -10%, ., i, -4%, -3%, ?, 6%
> Cc1ccc2c(c1)CCCN2C(=O)c1c(C)noc1C
    -10%, -13%, -5%, -4%, -1%, -4%, 7%[10 µM], 1%
> CC(=O)OCC(=O)[C@@]1(OC(C)=O)[C@@H](C)C[C@H]2[C@@H]3C[C@H](F)C4=CC(=O)C=C[C@]4(C)[C@@]3(F)[C@@H](O)C[C@@]21C
    -17%, -13%, 0%, 1%, -6%, 0%&0%, -18%, 10%&1%
> CC1=C(/C=C/C(C)=C/C=C/C(C)=C/C=C/C=C(C)/C=C/C=C(C)/C=C/C2=C(C)C(=O)CCC2(C)C)C(C)(C)CCC1=O
    -15%, ?, ., -16%, -9%, -3%, -3%, -7%
> CCCOC1CCCN(C(=O)CCc2nnc(CCCCc3ccccc3)o2)C1 (stereo unspecified)
    -12%, -15%, 6%, i, 5%, -1%, 13%[10 µM], 2%
> Cc1ccc2nc3c(cc(C(=O)NCC4CCCO4)n3C)c(=O)n2c1 (stereo unspecified)
    -7%, -7%, 17%[11.4 µM], 6%, -12%, 0%, -23%[0.074 µM], 4%
> Cc1cc(C(=O)N2CCN(C/C=C/c3ccccc3)CC2)cs1
    2%, -1%, -4%, -3%, 6%, -2%, -3%[0.074 µM], -24%
> CCCSc1ncc(Cl)c(C(=O)Nc2sc3c(c2C(N)=O)CCCC3)n1
    -12%, -7%, ., ., -8%, -17%, ., 2%
> CCOc1cc(/C=N/NC(=O)CSc2nncn2C)ccc1OCC(N)=O
    -4%, ., ., -10%, -4%, -1%, -28%[10 µM], -4%
> COCCNC(=O)NC(=O)COC(=O)C1(c2ccc(Cl)cc2)CC1
    -1%, 0%, 3%, -11%, 4%, 1%, -9%[10 µM], -6%
> COC(=O)c1cc(OC)c(OC)cc1NC(=S)N1CCN(C)CC1
    -3%, -5%, -2%, -4%, -1%, -4%, -10%, -8%
> CCC(NC(=O)Nn1cnnc1)(C(F)(F)F)C(F)(F)F
    -1%, -3%, -15%, -1%, -4%, -2%, 9%[10 µM], -5%
> COc1ccc(/C=N/Nc2nc(=O)[nH]nc2C)cc1[N+](=O)[O-]
    -8%, ?, 5%, -16%, -4%, -2%, 3%[10 µM], -16%
> CCN(CC)CCNC(=O)C1c2cc(OC)c(OC)cc2C(=O)N2CCc3ccccc3C12 (stereo unspecified)
    0%, -2%, 7%, -2%, -2%, 1%, -12%, -3%
> CCOc1cccc(C(=O)NC(=S)Nc2ccc(N3CCN(CC)CC3)cc2)c1
    ?, ?, -14%, i, 9%, -1%, -26%, 5%
> COCCSc1ccccc1C(=O)N1CCN(Cc2ccccc2)CC1
    -1%, -10%, -1%, 12%, 1%, -3%, 11%[10 µM], -11%
> CCOc1cc(NC(=O)c2ccccc2C)c(OCC)cc1NC(=O)C1=Cc2ccccc2OC1
    -4%, 7%, 4%, -5%, 5%, -5%, -8%[10 µM], 2%
> COc1ccc(NC(=O)CC2SC(=NCC3CCCO3)NC2=O)c([N+](=O)[O-])c1 (stereo unspecified)
    -5%, -13%, -4%[11.4 µM], i, -6%, 1%, ?, -3%
> CC1(C)CC(NC(=O)C23CCC(C)(C(=O)C2)C3(C)C)CC(C)(C)N1 (stereo unspecified)
    -1%, -13%, 0%, 0%, -2%, -1%, 5%, -11%
> COc1ccc(CCN(Cc2ccccn2)C(=S)Nc2ccc(C)cc2)cc1OC
    -7%, 0%, ?, i, 3%, -1%, -30%[inhibitor], -1%
> C/C(=N/NC(=O)c1cnccn1)c1cccs1
    9%, 0%, -9%, -2%, 1%, 0%, ?, 1%
> O=C(Cc1ccccc1[N+](=O)[O-])Nc1ccccc1C(=O)N1CCCC1
    -8%, -8%, 6%, i, -4%, -3%, 19%[10 µM], -5%
> Cc1ccc(-n2nc(C(=O)N3CCN(c4ccccc4)CC3)c(=O)n(C)c2=O)cc1
    -12%, ?, ., ., -10%, 2%, ., 8%
> O=C(Nc1cccc(C(=O)O)c1)/C(=C\c1ccccc1)NC(=O)c1cccc2ccccc12
    7%, 3%, 1%, 3%, 4%, -2%[53 µM], 21%[10 µM], 6%[53 µM]
> N#Cc1c2c(c(-c3ccccc3Cl)[nH]c1=S)CCCC2
    9%, -12%, -8%, 4%, 0%, -5%, 1%[10 µM], -3%
> Cc1ccc2onc(CC(=O)N3CCN(c4ccc(F)cc4)CC3)c2c1
    7%, 1%, ., ., 9%, -9%, ., 1%
> COc1ccc(C(=O)N2CCN(C(=O)Cc3ccccc3)CC2)cc1
    3%, 2%, ., 3%, -1%, 1%, -4%, -10%
> CCOC(=O)c1ccc(-n2c(C)nc3ccc(Br)cc3c2=O)cc1
    -20%, ?, ., -11%, 2%, 2%, -12%[10 µM], -3%
> COc1ccc(/C=C2\CCC(C3CCCC3)C2=O)cc1Cn1nc(C)cc1C (stereo unspecified)
    2%, -5%, -11%, -2%, 3%, -6%, 12%[10 µM], 3%
> Cc1ccc(CSc2ncc(Cl)c(C(=O)NCc3ccccc3)n2)cc1
    2%, 9%, ., ., -11%, -1%, ., -7%
> CCOCCn1c(=NC(=O)c2cc(Cl)sc2Cl)sc2cc(S(N)(=O)=O)ccc21
    -5%, 2%, 6%, -4%, -4%, 0%, 13%[10 µM], 2%
> CCOC(=O)c1[nH]c(C)c(CCC(=O)NCc2ccccc2Cl)c1C
    -4%, 3%, ., ., -16%, -3%, ., -3%
> O=C(Nc1ccc2c(c1)OCCO2)c1ccc2nccnc2c1
    -4%, ?, 3%, -11%, 10%, -2%, -120%[inhibitor], 9%
> COc1ccc(Cn2nnnc2C(c2cccs2)N2CCN(c3ccc([N+](=O)[O-])cc3)CC2)cc1 (stereo unspecified)
    -16%, ?, -9%, -6%, 3%, -3%, 11%[10 µM], -22%
> CC(=O)N1CC[n+]2c(-c3ccc([N+](=O)[O-])cc3)csc21
    -21%, ?, -4%, -19%, ?, -7%, -5%[10 µM], 6%
> CC(C)C(=O)NC(Nc1cc(C(F)(F)F)ccc1Cl)C(Cl)(Cl)Cl (stereo unspecified)
    -8%, -1%, 9%, -13%, -1%, 0%, 19%[10 µM], -1%
> CCC1OC(=O)C(C)[C@@H](O[C@H]2C[C@@](C)(OC)C(O)C(C)O2)C(C)[C@@H](O[C@@H]2OC(C)CC(N(C)C)C2O)[C@@](C)(O)CC(C)C(=O)[C@@H](C)C(O)[C@]1(C)O (stereo partly specified)
    -7%, -12%, ., 13%, -2%, 0%, -39%[inhibitor], -5%
> COc1ccc(Oc2c(C)oc3c(CN4CCOCC4)c(O)ccc3c2=O)cc1
    2%, 2%, 0%, 8%, -7%, -3%, 1%, -9%
> CC1(C)CC(=O)C2=C(C1)OC1=C(C2)C(=O)CC(C)(C)C1
    15%, 7%, 8%, 0%, 11%, -2%, 11%[10 µM], -5%
> COc1ccccc1NC(=O)c1ccc(NC(=O)COC(=O)CC(NC(=O)c2ccccc2Cl)c2ccccc2)cc1 (stereo unspecified)
    ?, -14%, -1%, -15%, ?, -6%, 9%[10 µM], 2%
